# Screens deposited in PubChem by National Center for Advancing Translational Sciences (NCATS).
# FLuc inh: inhibitors of firefly (Photinus pyralis) luciferase; purified P. pyralis luciferase, luminescence, biochemical; Potency, µM (series often up to 115 µM), for the others: at the highest dose activity change, negative = inhibition, most hits filed as inhibitors; 76,000 compounds, 2.5% hits; AID 1347043; also: potency is read from the fitted curve at half-maximal effect; nearly all actives have a fitted effect of over 65% in size
#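 Purified 10nM P. pyralis luciferase with 10uM D-luciferin and 10uM ATP in 50mM Tris acetate pH 7.5, 10mM Mg acetate, 0.01% Tween-20, 0.05% BSA. qHTS titration; luminescence read by CCD imager.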
# SNCA viab count: cell viability loss counter-screen; HEK-293-SNCA-luc viability, GF-AFC fluorescence, 24 h; Potency, µM (highest dose often 57.1 µM), for inactives: top-dose activity change, negative = cytotoxicity, actives largely listed as cytotoxic; AID 1671193; 150,000 compounds, 0.12% hits;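 also: potency is read from the fitted curve at half-maximal effect; 0% = DMSO-treated cells and -100% = medium-only wells without cells; nearly all actives have a fitted effect of over 30% in size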
#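 Cytotoxicity counterscreen: after 24 h compound treatment of genome-edited SNCA-luciferase HEK-293 cells, live-cell protease substrate GF-AFC read by fluorescence after 30 min; activity scaled between DMSO (0%) and medium-only (-100%), curves Hill-fitted.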
# HEK293 tox: cytotoxic compounds in HEK 293 cells. 94,000 compounds, 6.6% hits. AID 1345083. Potency, µM (doses to about 115 µM), for inactives: at the highest dose activity change, negative = cytotoxicity, hits mostly inhibitors. HEK 293 viability, ATP luminescence (CellTiter-Glo), 48-72 h; also: potency is read from the fitted curve at half-maximal effect; nearly all actives have a fitted effect of over 60% in size
#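 HEK 293 cells seeded at 250 cells/well were exposed to compound for 48 or 72 hr at 37 degree Celsius. Viability taken as ATP content by CellTiter-Glo luminescence.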
# IP6K1 inh: inhibitors of human IP6K1; IP6K1 kinase, ADP-Glo luminescence, 2 h; active compounds read low; activity change, % (series mostly up to about 58 µM); 140,000 compounds, 0.81% hits; in the data active = activity change below about -25%
# Target sequence (Q92551 whole entry, looked up): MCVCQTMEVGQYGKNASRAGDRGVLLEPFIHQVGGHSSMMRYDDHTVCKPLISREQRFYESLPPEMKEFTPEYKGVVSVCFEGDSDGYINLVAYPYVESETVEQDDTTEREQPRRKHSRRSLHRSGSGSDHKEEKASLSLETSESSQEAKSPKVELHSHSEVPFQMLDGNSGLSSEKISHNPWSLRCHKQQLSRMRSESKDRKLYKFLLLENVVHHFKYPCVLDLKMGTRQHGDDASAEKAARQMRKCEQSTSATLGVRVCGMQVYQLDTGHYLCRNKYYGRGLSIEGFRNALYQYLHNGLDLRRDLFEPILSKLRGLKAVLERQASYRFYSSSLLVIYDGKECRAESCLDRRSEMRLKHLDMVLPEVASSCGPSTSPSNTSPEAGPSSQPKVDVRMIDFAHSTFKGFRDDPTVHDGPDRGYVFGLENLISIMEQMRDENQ
#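 ADP-Glo luminescence measures ADP made by human IP6K1 during a 2 h RT reaction with ATP/IP6 (mix at 1.3 mM/130 uM); top library doses 57.5 and 19.1 uM final.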
# 3T3 cytotox: NIH 3T3 cell cytotoxicity | NIH 3T3 viability, CellTiter-Glo ATP luminescence, 48-72 h | Potency, µM (titrated, usually from 96.7 µM), for the others: top-dose activity change, negative = cytotoxicity, most hits filed as inhibitors | 94,000 compounds, 4.3% hits | AID 1345082; also: potency is read from the fitted curve at half-maximal effect; nearly all actives have a fitted effect of over 55% in size
#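 Viability of NIH 3T3 cells after 48 or 72 hr compound treatment at 37 °C was assessed by CellTiter-Glo, with luminescence imaged following a 10 min room-temperature step.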
# SNCA expr inhib: inhibitors of alpha-synuclein (SNCA) gene expression; HEK-293 SNCA-luciferase knock-in, luminescence, 24 h; Potency, µM (top dose mostly 57.2 µM), inactives show top-dose activity change, negative = inhibition, actives largely listed as inhibitors; 140,000 compounds, 0.17% hits; AID 1671194;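 also: potency is read from the fitted curve at half-maximal effect; plate controls were DMSO cells for no effect and cell-free wells for full effect; nearly all actives have a fitted effect of over 45% in size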
# GPT2 inhibitor: GPT2 alanine aminotransferase inhibition; Recombinant GPT2, coupled pyruvate oxidase/HRP Amplex Red fluorescence; 100,000 compounds, 0.25% hits; Q8TD30; Potency, µM (highest dose often 57.7 µM), inactives show at the highest dose activity change, negative = inhibition, hits mostly inhibitors; also: potency is read from the fitted curve at half-maximal effect; nearly all actives have a fitted effect of over 60% in size; many of its hits are not listed in these tables
# Target sequence (Q8TD30 whole entry, looked up): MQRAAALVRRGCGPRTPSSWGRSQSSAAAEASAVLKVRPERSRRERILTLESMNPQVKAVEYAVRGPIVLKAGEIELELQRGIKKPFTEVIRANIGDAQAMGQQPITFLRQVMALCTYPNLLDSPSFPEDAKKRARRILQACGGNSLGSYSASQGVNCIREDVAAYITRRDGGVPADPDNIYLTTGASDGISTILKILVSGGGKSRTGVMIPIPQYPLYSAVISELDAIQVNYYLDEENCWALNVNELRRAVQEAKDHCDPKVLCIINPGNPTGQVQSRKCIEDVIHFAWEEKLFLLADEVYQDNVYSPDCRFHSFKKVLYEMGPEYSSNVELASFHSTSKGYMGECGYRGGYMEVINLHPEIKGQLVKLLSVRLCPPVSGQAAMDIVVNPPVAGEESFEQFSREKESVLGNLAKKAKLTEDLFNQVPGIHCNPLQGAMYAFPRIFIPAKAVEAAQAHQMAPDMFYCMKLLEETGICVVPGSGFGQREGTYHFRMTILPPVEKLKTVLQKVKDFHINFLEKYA
#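 Recombinant GPT2 (10ng/uL) with 250uM a-KG and 2mM L-alanine, 30 min at room temperature, in HEPES pH 7.5 buffer. Pyruvate detected by pyruvate oxidase/HRP/Amplex Red fluorescence after 30 min in the dark; AOA (50uM) as positive control.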
# Numbers without * were called inactive; i = inactive; ? = inconclusive; . = not tested or not shown; [ ] = another dose, or the depositor's remark. Unless noted, calls follow the shape of the dose curve; as a rule, active = well fitted curve in the direction sought with a large enough effect; inconclusive = small, poorly fitted or top-dose-only effect, or another doubt; inactive = no such curve, though single readings can be large; an effect the other way counts as inactive or inconclusive. Unless noted, % is scaled to controls: 0 for no effect and ±100 for the full control effect.
# Labels used below – A = FLuc inh; B = SNCA viab count; C = HEK293 tox; D = IP6K1 inh; E = 3T3 cytotox; F = SNCA expr inhib; G = GPT2 inhibitor
structure: CCc1cc(C(=O)NCc2cc3n(n2)CCCN(S(C)(=O)=O)C3)cs1
  A = -4.3% | B = 0.2% | C = 2.2% | D = -7.5 | E = -5.6% | F = -14.5% | G = -7.4%
structure: Cc1cc(C)c(NS(=O)(=O)c2cc(-c3cnc(C4CC4)o3)ccc2C)c(C)c1
  A = . | B = 6.8% | C = . | D = -7.3 | E = . | F = -7.8% | G = .
structure: CCC(C)NC(=O)c1cnn(-c2ccc(Cl)cc2)c1C1CCN(C(=O)OC(C)(C)C)CC1 (centres undefined)
  A = . | B = 1.5% | C = . | D = 1.1 | E = . | F = -15.9% | G = .
structure: CCN1CCN(C(=O)c2ccc3nnc(C4CCCC4)n3c2)CC1
  A = . | B = 2.7%[87.6 µM] | C = -3.9%[172 µM] | D = 4.5 | E = -21.0%[138 µM] | F = -1.2%[87.6 µM] | G = i
structure: O=C(NCc1nnc2n1C(C(=O)O)CC2)c1ccc2c(c1)OCO2 (centres undefined)
  A = . | B = 2.0% | C = 1.5% | D = 0.9 | E = -6.1% | F = 1.6% | G = i
structure: Cn1ccnc1CN1C[C@@H](C(=O)O)C[C@@H](C(=O)NCc2ccncc2)C1
  A = -2.5% | B = 2.5% | C = 3.0% | D = 1.6 | E = -5.6% | F = -23.4% | G = i
structure: COc1ccccc1-c1ccc(CN2CCCCC2C(=O)NCCc2ccccc2)cc1 (centres undefined)
  A = . | B = -7.5% | C = 39.8µM* | D = -2.3 | E = 39.8µM* | F = ? | G = -8.4%
structure: COc1ccc(Br)cc1CNC(=O)c1cc(=O)[nH]c2ccc(S(=O)(=O)N3CCCC3)cc12
  A = . | B = -9.6% | C = . | D = 14.0 | E = . | F = 8.3% | G = .
structure: c1cc(CN2CC[C@H]3CNC[C@H]32)cc(OCCCCN2CCCCC2)c1
  A = -0.2% | B = -4.7% | C = ? | D = 23.0 | E = ? | F = -6.9% | G = -35.1%
structure: Cc1cc(C(=O)NC2CC(=O)N(Cc3ccccc3C(F)(F)F)C2)nn1C (centres undefined)
  A = 0.0% | B = -6.8% | C = -8.0% | D = 14.7 | E = -14.6% | F = -26.1% | G = -18.9%
structure: O=C1CCCN1CCCN1C(=O)[C@@H]2C[C@@H](O)CN2C2(CN(Cc3cnc4ccccc4c3)C2)C1=O
  A = -1.6% | B = -5.1% | C = -1.5% | D = 34.7 | E = -7.3% | F = ? | G = i
structure: O=C(Nc1ccc(F)cc1F)N1CCCC(Cn2c(C3CC3)nc3cccnc32)C1 (centres undefined)
  A = -4.4% | B = 4.8% | C = -29.9% | D = 3.2 | E = -18.5% | F = 17.5% | G = i
structure: CCc1noc(-c2cn(C3CCN(C(=O)c4ccc(C)cc4)CC3)nn2)n1
  A = -3.8% | B = 5.5% | C = -13.4% | D = 26.0 | E = -16.0% | F = 2.2% | G = i
structure: CCC(CC)C(=O)N1C[C@@H]2CCCN3CCC[C@@H]([C@H]23)[C@H]1CCCC(=O)N1CCOCC1
  A = -1.3% | B = -1.2% | C = -1.2% | D = 8.7 | E = 3.3% | F = -8.2% | G = i
structure: CC1CCC2(CC1)NC(=O)N(CC(=O)Nc1ccc(Br)cc1)C2=O (centres undefined)
  A = 0.0% | B = -20.9% | C = ? | D = 13.3 | E = ? | F = 4.1% | G = i
structure: CN1C(=O)CCC2(CNC(=O)Cc3c[nH]c4ccccc34)CCCC=C12 (centres undefined)
  A = 0.0% | B = 3.6% | C = ? | D = -11.7 | E = ? | F = -11.3% | G = 2.8%
structure: Cc1ccc(C)c(NC(=O)Cn2c(=O)n(Cc3ccc4c(c3)OCO4)c(=O)c3oc4ccccc4c32)c1
  A = . | B = -10.2% | C = . | D = 23.5 | E = . | F = -4.9% | G = .
structure: Cc1cc(C)c(NC(=O)C2CCCN(S(=O)(=O)c3c(C)noc3C)C2)c(C)c1 (centres undefined)
  A = . | B = 5.3% | C = . | D = -1.8 | E = . | F = 23.6% | G = .
structure: Cn1ccnc1SCC(=O)Nc1cc(Cl)ccc1Cl
  A = . | B = 11.4% | C = . | D = 0.6 | E = . | F = 76.8%[activator] | G = .
structure: COc1cccc(CNC(=O)c2nn(C)c3nc(-c4ccccc4OC)ccc23)c1
  A = . | B = -6.1% | C = 4.5% | D = 3.2 | E = -24.1% | F = 4.3% | G = i
structure: CC(=O)N1CCC(NC[C@H]2COCc3nc4cc(F)ccc4n32)CC1
  A = 0.7%[172 µM] | B = -1.0%[87.6 µM] | C = i | D = -0.9 | E = -0.2%[138 µM] | F = -14.7%[87.6 µM] | G = -6.5%[88.5 µM]
structure: C=C1C2(C)CC3C4(C)C=CC(=O)OC(C)(C)C4CCC3(C)C1(C(=O)OC)C(=O)C(C)(O)C2=O (centres undefined)
  A = . | B = -20.5%[23.9 µM] | C = . | D = -23.7 | E = . | F = . | G = i
structure: COc1cc(F)ccc1-c1cc(C(=O)NCCc2cnc[nH]2)c2c(c1)N(C)CCO2
  A = -11.0%[172 µM] | B = -24.1%[87.6 µM] | C = ? | D = -17.8 | E = 100µM* | F = 3.7%[87.6 µM] | G = -0.5%[88.5 µM]
structure: Cc1nc2c(NC(=O)Nc3cccc(C(F)(F)F)c3)cccn2n1
  A = ? | B = -6.7% | C = 35.5µM* | D = 7.3 | E = ? | F = -2.1% | G = i
structure: CN1CC(=O)N(C2CCC2)Cc2c(NCC3CC3)ncnc21
  A = . | B = 8.4% | C = -13.7% | D = 9.2 | E = -29.1% | F = 16.2% | G = 4.8%
structure: Cc1ccc(CN2CC(Oc3cccc(C(=O)N4CCOCC4)c3)C2)s1
  A = -9.0% | B = -5.1% | C = ? | D = 0.0 | E = -6.4% | F = 30.9%[activator] | G = 4.4%
structure: CCOc1ccc(CNCCSc2nnnn2C)cc1
  A = . | B = -12.1% | C = . | D = -3.5 | E = . | F = 1.1% | G = .
structure: O=C1[C@@H]2C[C@@H](CN2C(=O)C2CC2)Oc2ccccc2N1Cc1ccc(OC(F)(F)F)cc1
  A = -2.1% | B = -0.6% | C = ? | D = 0.1 | E = ? | F = 10.0% | G = i
structure: O=C1NCCCCCCN(Cc2ccncc2)[C@@H]2CN(Cc3ccncc3)CC[C@@H]12
  A = -8.2% | B = -2.0% | C = -3.8% | D = 9.0 | E = -25.7% | F = -8.9% | G = i
structure: COc1ccc(-c2ccc(=O)n(CC(=O)NCCc3ccccc3)n2)cc1
  A = . | B = -4.0% | C = . | D = -14.2 | E = . | F = 20.9% | G = .
structure: CCCCN(C)CCCNC(=O)CN1C(=O)COc2ccc(S(=O)(=O)N3CCC(C)CC3)cc21
  A = . | B = -17.7% | C = . | D = -13.9 | E = . | F = 11.6% | G = .
structure: CCOC(=O)N1CCC(=O)N(CC2CC2)Cc2cc(OC)ccc21
  A = . | B = . | C = ? | D = -3.0 | E = -30.7% | F = . | G = .
structure: CCc1ccc(NC(=O)C2CCCN(S(=O)(=O)c3cccc4cccnc34)C2)cc1 (centres undefined)
  A = . | B = -18.5% | C = . | D = 0.5 | E = . | F = ? | G = .
structure: COc1ccc(CN2Cc3[nH]nc(-c4ccc(CO)cc4)c3CC2=O)cc1
  A = -1.6%[172 µM] | B = -4.9%[87.6 µM] | C = -11.2%[172 µM] | D = 5.3 | E = ? | F = 33.0%[activator][87.6 µM] | G = 0.1%[88.5 µM]
structure: Cc1ccc(C)c(N2CCN(C(=O)c3cc4c(=O)n(Cc5cccs5)ccc4nc3C)CC2)c1
  A = . | B = 10.1% | C = . | D = -2.1 | E = . | F = 15.8% | G = .
structure: COc1ccccc1CC(=O)N1CCCc2ncc(C(=O)NCCc3ccccc3)cc21
  A = ? | B = -22.1%[87.6 µM] | C = ? | D = 4.2 | E = ? | F = 47.9%[activator][87.6 µM] | G = 0.7%[88.5 µM]
structure: CN(C)c1ccc(CN2CCC(N3Cc4ccccc4C3=O)CC2)cc1
  A = . | B = 4.5% | C = -8.2% | D = -12.5 | E = -3.5% | F = 32.0%[activator] | G = -3.4%
structure: Cc1ccc2nc(-c3cccc(NC(=O)CSc4ccc(Cl)cc4)c3)oc2c1
  A = . | B = -0.7% | C = . | D = 0.2 | E = . | F = -13.3% | G = .
structure: CNC(=O)[C@H]1C[C@H](Oc2ccccc2)CN1Cc1c[nH]c2ccc(OC)cc12
  A = 4.0% | B = -10.0% | C = ? | D = 1.1 | E = -22.4% | F = -15.6% | G = i
structure: COCCNC(=O)CCc1c(C)nn(-c2cccc(C)c2)c1Oc1ccccc1
  A = -4.0% | B = 6.0% | C = ? | D = 6.6 | E = ? | F = 3.7% | G = -25.1%
structure: COc1ccc(-c2cc(C[C@@H]3CC[C@H](O)[C@@H](CNC(=O)N4CCOCC4)O3)no2)cc1
  A = -15.2%[172 µM] | B = 9.1%[87.6 µM] | C = -30.0%[172 µM] | D = -8.8 | E = -15.6%[174 µM] | F = 37.9%[activator][87.6 µM] | G = 0.8%[88.5 µM]
structure: CCOC(=O)c1ccc(NC(=O)CN2C(=O)COc3ccc(Cl)cc32)cc1
  A = . | B = 0.1% | C = . | D = 3.8 | E = . | F = -4.2% | G = .
structure: Cc1ccc(Cl)cc1NC(=O)Cn1c(C)cc2nc3n(c(=O)c21)CCCC3
  A = 5.1% | B = -10.0% | C = ? | D = 11.1 | E = ? | F = -17.2% | G = -4.8%
structure: O=C(NCCN1CCN(c2cccc3c2OCCO3)CC1)c1ccc(F)cc1
  A = . | B = -15.3% | C = . | D = 9.4 | E = . | F = . | G = -1.3%
structure: CCc1noc([C@@H]2CC(F)(F)CN2C(=O)c2cc(C3CC3)[nH]n2)n1
  A = -4.7% | B = 4.5% | C = i | D = -3.7 | E = -3.7% | F = -3.6% | G = i
structure: O=C1N[C@H](CC(=O)N2CCn3c(nnc3C(F)(F)F)C2)C(=O)Nc2ccccc21
  A = -6.6% | B = -6.1% | C = 21.7% | D = 17.9 | E = i | F = -0.8% | G = i
structure: CC(C)(C)n1nnnc1C1CC2(CCOCC2)C(=O)N1Cc1cccc(F)c1 (centres undefined)
  A = -8.4% | B = 0.5% | C = 0.1% | D = -4.0 | E = -11.8% | F = 15.4% | G = i
structure: O=C(CCn1cnnn1)Nc1ccc(F)cc1
  A = . | B = 1.7% | C = . | D = -3.3 | E = . | F = 152.7%[activator] | G = .

# This is a subset; count on the stated rates, not on these rows.
